Screening data from PubChem BioAssay.
Growth percent in the NCI-60 one-dose screen (48 h, 10 µM unless noted): 100 = growth as untreated, 0 = no growth, -100 = all killed.
T-47D: T-47D breast cancer | AID 1794792 | 79,000 compounds, 5% hits
MCF7: MCF7 breast cancer | 82,000 compounds, 6.3% hits
UACC-62: UACC-62 melanoma; 81,000 compounds, 5.4% hits; AID 1794756
BT-549: BT-549 breast cancer; 78,000 compounds, 4.4% hits
UACC-257: UACC-257 melanoma; 78,000 compounds, 4.4% hits
HS 578T: HS 578T breast cancer | 78,000 compounds, 4.1% hits | AID 1794788
LOX IMVI: LOX IMVI melanoma. 79,000 compounds, 7.4% hits
MALME-3M: MALME-3M melanoma | 78,000 compounds, 5.8% hits
* hit, by the source's call; . = no result given; & = joins results of further samples; ! = not confirmed by another sample. The calls were made as follows: active = growth percent below 10; inactive = the rest. These rows are one share of the data. The share of hits here may be higher or lower than overall.

mol	T-47D	MCF7	UACC-62	BT-549	UACC-257	HS 578T	LOX IMVI	MALME-3M
CCOc1ccc(P2(=S)SP(=S)(c3ccc(OCC)cc3)S2)cc1 (configuration not stated)	100.0	96.8	97.8	112.7	108.1	106.9	96.5	105.3
C#C[C@]1(O)CC[C@H]2[C@@H]3CC=C4C[C@@H](OC(=O)CCC5CCCCC5)CC[C@]4(C)[C@H]3CC[C@@]21C	111.1	125.9	92.4	100.3	104.1	97.9	104.5	108.1
Nc1c([N+](=O)[O-])cc([N+](=O)[O-])cc1S(=O)(=O)O	89.6	95.7	100.7	.	93.8	107.0	92.5	102.3
CC1([N+](=O)[O-])COP(=O)(Nc2cccc(F)c2)OC1 (configuration not stated)	93.0	88.8	100.9	85.4	100.7	102.7	96.6	107.1
CC(=O)C1(C)CCOC1=O (configuration not stated)	100.5	104.3	100.5	100.6	101.8	101.9	96.8	.
COc1ccc(CC(C)NC(C)C)cc1OC (configuration not stated)	96.8	100.3	101.0	106.9	99.4	106.1	97.1	99.9
CN(C)CC1CCCCC1=O (configuration not stated)	110.3&98.7	116.8&93.5	100.3&100.6	104.5&109.2	93.6&101.4	78.9&136.4	100.4&95.2	90.0&102.3
NC(Cc1cccc(NP(=S)(N2CC2)N2CC2)c1)C(=O)O (configuration not stated)	98.7	99.7	110.5	115.5	109.2	.	104.0	96.9
CSc1ccccc1NP1(=O)OCC(C)([N+](=O)[O-])CO1 (configuration not stated)	96.0	98.1	101.0	90.1	105.8	103.0	97.3	119.5
N#Cc1c(Cl)cccc1Cl	99.8	104.6	100.1	108.6	91.1	93.0	98.7	101.7
N#CC1=C(N)Oc2c(c(=O)oc3ccccc23)C1c1cc(=O)oc2ccc(Cl)cc12 (configuration not stated)	86.2	92.8	.	100.3	75.9	85.0	95.9	107.7
COC[C@@H]1C[C@@]2(C)[C@@H](CC[C@@H]3[C@@H]2CC[C@@]2(C)[C@H]3CC[C@]2(C)O)CC1=O	88.2	92.7	100.0	89.1	83.2	.	95.2	96.4

An excerpt of these results, field by field.
CCOc1ccc(P2(=S)SP(=S)(c3ccc(OCC)cc3)S2)cc1 (configuration not stated)
  T-47D: 100.0 | MCF7: 96.8 | UACC-62: 97.8 | BT-549: 112.7 | UACC-257: 108.1 | HS 578T: 106.9 | LOX IMVI: 96.5 | MALME-3M: 105.3

N#Cc1c(Cl)cccc1Cl
  T-47D: 99.8 | MCF7: 104.6 | UACC-62: 100.1 | BT-549: 108.6 | UACC-257: 91.1 | HS 578T: 93.0 | LOX IMVI: 98.7 | MALME-3M: 101.7

C#C[C@]1(O)CC[C@H]2[C@@H]3CC=C4C[C@@H](OC(=O)CCC5CCCCC5)CC[C@]4(C)[C@H]3CC[C@@]21C
  T-47D: 111.1 | MCF7: 125.9 | UACC-62: 92.4 | BT-549: 100.3 | UACC-257: 104.1 | HS 578T: 97.9 | LOX IMVI: 104.5 | MALME-3M: 108.1

CN(C)CC1CCCCC1=O (configuration not stated)
  T-47D: 110.3&98.7 | MCF7: 116.8&93.5 | UACC-62: 100.3&100.6 | BT-549: 104.5&109.2 | UACC-257: 93.6&101.4 | HS 578T: 78.9&136.4 | LOX IMVI: 100.4&95.2 | MALME-3M: 90.0&102.3

Later entries.
mol	T-47D	MCF7	UACC-62	BT-549	UACC-257	HS 578T	LOX IMVI	MALME-3M
NNC(N)=S	97.3	91.8	109.3	100.0	96.7	110.8	95.7	102.1
NC(c1ccccc1)C(O)c1ccccc1 (configuration not stated)	112.6&111.9	86.5	101.1&111.1	.	48.4&112.0	132.3&100.4	113.3&105.1	114.3&106.7
COc1cc(C)c(-c2ccc(OC)c(=O)cc2C)c(OC)c1OC	136.7&61.0	91.5&14.8	86.1&30.8	120.0&15.7	97.6&56.2	1.6*!	105.5&18.0	95.3&46.7
C=CCc1ccc(OC(=O)Cc2ccccc2)c(OC)c1	106.1	96.0	114.3	106.2	120.1	114.2	93.6	86.8
Cc1nc2c(s1)CC[C@@]1(C)C2=CC[C@@H]2[C@@H]1CC[C@]1(C)C(=O)CC[C@@H]21	103.9	105.2	91.4	105.7	104.6	100.3	110.4	108.3
COc1ccc2c(c1)NP(=S)(c1ccccc1)N2C (configuration not stated)	98.0	101.6	97.5	102.6	95.2	105.5	101.2	.
CC(NC(C)(C)C)C(=O)c1cccc(Cl)c1 (configuration not stated)	96.2	.	95.1	96.9	89.3	98.3	94.6	96.8
CCCCOC(=O)c1ccccc1C(=O)O	99.7	100.3	110.7	106.1	98.5	.	.	119.3
O=C(CCCc1ccc(N(CCCl)CCCl)cc1)OCc1ccccc1	75.6	81.8	77.8	95.5	94.1	113.7	77.2	92.0
CC12CCC(=O)C=C1CCC1C2CCC2(C)C(C(=O)COC(=O)Cc3ccc(N(CCCl)CCCl)cc3)CCC12 (configuration not stated)	89.2	70.5	66.3	.	.	82.4	86.4	168.2
CC1(C)N=C(N)N=C(N)N1c1ccc(OCCCCNC(=O)Nc2cccc(S(=O)(=O)F)c2)c(Cl)c1	114.7	15.0	22.8	66.4	45.4	.	13.7	56.5
O=C1NCCCCC1(Cl)Cl	92.3	107.6	81.3	100.6	125.0	106.5	99.0	117.1

(further entries)
mol	T-47D	MCF7	UACC-62	BT-549	UACC-257	HS 578T	LOX IMVI	MALME-3M
COc1ccc(/C=C/C(=O)c2nc3ccccc3n2Cc2ccc(F)cc2)cc1	50.1	29.5	53.9	70.9	81.0	.	.	75.3
O=C1NC(=O)C(=Cc2cccn2CCCCCCn2c3ccccc3c(=O)c3ccccc32)C(=O)N1	75.1	75.8	82.1	93.9	102.9	105.5	89.7	112.1
CC(=O)N(CC(C)C)N=O	106.2	106.4	104.3	96.4	115.9	.	99.8	104.0
CCCCCCCC[n+]1ccc2ccccc2c1	27.1	41.1	25.5	32.3	20.0	76.1	63.6	42.4
CCOP(=S)(OCC)Oc1ccc([N+](=O)[O-])cc1	109.7	94.2	107.3	116.3	92.9	111.8	100.2	.
C[C@]12C=CC(=O)C[C@@H]1CC[C@@H]1[C@@H]2CC[C@]2(C)[C@@H](O)CC[C@@H]12	92.7	94.7	69.8	98.6	74.6	.	51.2	87.9
O=S(=O)(CCCN1CCCCC1)C(c1ccccc1)c1ccccc1	88.9	102.3	108.3	106.1	85.3	97.4	98.5	95.5
CC1CCC2C(C)C3C(CC4C5CCC6CC(O)CCC6(C)C5CCC43C)N2C1 (configuration not stated)	91.0	99.2	90.5	95.9	99.1	111.2	95.8	86.2
COc1ccc(Nc2nc(-c3ccccc3)c[se]2)cc1	67.2	64.5	73.6	91.4	96.7	89.5	88.1	76.9
COc1ccc(OC)c(/C=C/[N+](=O)[O-])c1	16.6	-1.6*	-22.3*	-45.5*	-12.0*	4.6*	-48.5*	24.9
N#Cc1nc(C2CC2c2ccccc2)oc1N1C[C@@H]2C[C@@H](C1)c1cccc(=O)n1C2 (some centres not stated)	102.0	95.4	95.0	99.9	95.8	92.9	102.9	96.5
COP(=O)(Oc1ccccc1)Oc1ccccc1	104.1	103.1	97.9	114.4	92.5	97.7	103.2	99.3

The listing continues:
mol	T-47D	MCF7	UACC-62	BT-549	UACC-257	HS 578T	LOX IMVI	MALME-3M
COc1cc2c(cc1OC)C(c1cccc(Cl)c1)=NN=C(C)C2	.	93.1	89.5	110.2	102.4	88.5	93.7	108.5
Oc1c(Cl)cccc1Cc1cc(Cl)cc(Cl)c1O	.	66.5	26.7	45.0	85.0	75.5	57.0	.
N#CCCNc1ccccc1	110.7	103.4	117.1	107.9	117.6	.	105.8	119.5
CC(=O)[C@H]1[C@H](N2CC2)C[C@H]2[C@@H]3CC=C4C[C@@H](O)CC[C@]4(C)[C@H]3CC[C@@]21C	103.4&89.3	94.6&95.4	102.3&85.8	93.4&90.3	109.3&106.7	96.5&104.0	92.2	98.6
ClCc1ccc2ccccc2n1	87.0	103.0	74.9	102.4	104.0	97.4	80.5	97.6
CC(C(O)c1ccc(Cl)cc1)N1CCCCC1 (configuration not stated)	87.7	98.2	98.0	111.7	92.4	96.6	95.4	116.1
NC(=O)OCCc1ccccc1	106.3	97.0	103.5	100.8	96.3	123.8	105.9	120.5
CC1([N+](=O)[O-])COP(=O)(NC2CC2)OC1 (configuration not stated)	.	96.6	92.3	110.6	118.4	122.1	97.6	122.9
Oc1ccc(Br)cc1	95.2	107.5	95.8	115.5	.	111.8	90.0	91.8
C=C(C)C1(C)C(=O)NC(=O)NC1=O	116.2	91.1	104.1	103.7	95.1	115.7	102.9	94.5
C1CCC2CN(CCCN3CCOCC3)CC2C1 (configuration not stated)	93.7	92.5	91.7	99.7	104.9	99.6	98.4	115.5
NCCc1ccc(O)cc1	91.0	89.3	94.8	91.0	88.9	107.7	93.7	91.4

Further results follow.
mol	T-47D	MCF7	UACC-62	BT-549	UACC-257	HS 578T	LOX IMVI	MALME-3M
COC(=O)C1C2c3ccccc3C(c3ccccc32)C1C(=O)OC (configuration not stated)	88.9	100.5	95.2	107.2	96.5	95.8	95.1	97.2
CCOP(=O)(OCC)OC(C[N+](=O)[O-])C(Cl)(Cl)Cl (configuration not stated)	102.2	95.2	107.1	97.4	104.4	103.7	100.1	99.0
COc1ccccc1[As]=[As]c1ccccc1OC (configuration not stated)	-47.2*	-38.3*	-84.6*	-91.9*	-95.5*	-11.6*	-97.3*	-72.8*
CN1C(=O)C[N+]([O-])=C(c2ccccc2)c2cc(Cl)ccc21	96.6	100.7	86.1	101.6	109.7	109.5	96.9	98.8
CC(C)SP(=S)(SC(C)C)SC(C)C	95.4	94.8	101.2	102.4	.	105.6	95.4	108.4
O=C(Cc1ccc(-c2ccc3c(=O)cc(N4CCOCC4)oc3c2)cc1)N1CCN(CCN2CCOCC2)CC1	80.5	84.3	93.9	69.2	109.0	99.4	104.2	96.8
COc1cc(OC)c(S(=O)(=O)N(CCCl)CCCl)cc1C1=NN(C=O)C(c2ccc(Cl)cc2)C1 (configuration not stated)	55.7	70.3	70.7	73.4	94.6	90.6	82.1	102.5
CCC(=O)C1(c2ccccc2)CCNCC1	97.8	111.5	108.9	123.3	105.7	100.4	100.5	92.9
COC12CC3(C)C(C4=CC(=O)OC4)CCC3(O)C3CCC4=CC(=O)CCC4(CO1)C32 (configuration not stated)	116.5	98.1	99.6	.	100.2	103.0	101.6	77.1
CCCCCCCCCCCCCCCCCC1OC[C@@H](COC(=O)O[C@@H](C(=O)O[C@H]2C[C@@]3(O)[C@@H](OC(=O)c4ccccc4)[C@@H]4[C@]5(OC(C)=O)CO[C@@H]5C[C@H](O)[C@@]4(C)C(=O)[C@H](OC(C)=O)C(=C2C)C3(C)C)[C@@H](NC(=O)c2ccccc2)c2ccccc2)O1 (some centres not stated)	51.9	24.9	58.7	55.2	69.8	57.3	.	50.5
COc1ccc(C=O)cc1OC	114.2&102.8	97.1&105.3	103.2&109.9	98.4&107.5	100.3	97.0&117.5	99.9&99.5	100.2&96.9
C=C1C(=O)OC2CC3(C)OC3C3OC3C3=CC(OC3=O)C12 (configuration not stated)	5.9*!	78.6&84.4	82.7&99.3	98.2	82.2&53.6	96.8	92.0&93.1	-59.2*

The list goes on:
mol	T-47D	MCF7	UACC-62	BT-549	UACC-257	HS 578T	LOX IMVI	MALME-3M
COc1ccc(/C=C\c2cc(OC)c(OC)c(OC)c2)c(NS(=O)(=O)c2ccc(F)cc2)c1O	102.6	9.2*	40.1	24.0	66.5	25.3	19.3	94.3
O=C(N1c2ccc(F)cc2[C@H]2[C@H]3OO[C@@H](C[C@H]2[C@H]1c1ccccc1F)O3)C(F)(F)F	94.2	89.1	85.2	109.2	94.5	86.7	95.8	105.2
O=C1CC(=O)NC(=S)N1	111.0	100.9	99.1	130.8	.	97.6	92.5	108.8
CC(C)(C)OOC(=O)/C=C\C(=O)OOC(C)(C)C	100.7	98.7	94.7	104.3	99.4	112.8	106.8	140.7
O=C1NC(=O)C2(CCN(S(=O)(=O)c3ccccc3)CC2)C(=O)N1	101.6	105.2	99.5	111.2	103.7	101.4	89.9	.
CC1(O)c2cccc(O)c2C(O)=C2C(=O)C3(O)C(O)=C(C(N)=O)C(=O)CC3CC21 (configuration not stated)	92.1	100.2	77.3	59.1	95.3	109.0	96.9	104.9
CCO[P+](=O)Oc1ccccc1 (configuration not stated)	119.0	102.8	105.0	102.2	103.9	.	100.9	106.5
O=C1NC(=O)C(=Cc2c(Cl)cccc2Cl)C(=O)N1	100.7&90.7	90.7&84.4	98.2&85.0	100.5&115.9	89.1&96.6	111.6&92.7	95.1&86.5	100.9&106.4
O=C(OCCl)c1ccccc1	88.2	101.4	109.2	104.8	95.5	104.0	104.0	128.8
CNC(=O)Oc1cc(C)c(OC(=O)NC)c(C)c1	91.3	94.0	105.7	110.1	92.4	105.5	82.8	83.6
Cc1ccc(NC(=O)CCl)cc1	87.4	59.3	78.0	.	90.9	115.9	89.6	70.7
CC1(C)N=C(N)N=C(N)N1c1ccc(OCC(=O)Nc2cccc(S(=O)(=O)F)c2)cc1	76.2	92.6	92.0	91.0	92.7	107.9	96.3	92.4

Next part:
mol	T-47D	MCF7	UACC-62	BT-549	UACC-257	HS 578T	LOX IMVI	MALME-3M
Oc1ccc(-c2ccccc2)cc1	106.0	114.2	101.1	100.7	93.1	114.7	101.5	134.4
CCCCCOC(=O)c1ccccc1C(=O)OCCCCC	81.7	101.1	88.4	113.4	.	93.7	95.9	119.4
O=C(NC1=NCC[Se]1)c1ccccc1O	79.4	51.4	76.2	82.1	55.3	35.5	42.9	-22.9*
Cc1nc(N2CC2)nc(N(C)c2ccccc2)c1[N+](=O)[O-]	112.4	102.3	92.8	104.6	100.8	103.9	101.0	102.0
O=[N+]([O-])c1ccc(/C=C/C=C/c2ccc(Cl)cc2S(=O)(=O)F)c(Cl)c1	97.4	94.1	102.4	105.3	106.3	104.0	97.2	102.5
CC[C@H](C)[C@H](NC(=O)CN(C)C)C(=O)N(C)[C@H](C[C@@H](OC(C)=O)c1nc(C(=O)NC23CC(C(=O)OC)(C2)C3)cs1)C(C)C	50.4	17.9	24.4	14.2	46.8	31.9	19.7	50.9
CCN1C(=O)CC(=O)N(CC)C1=S	98.1	100.3	95.5	94.5	102.4	101.8	100.2	95.8
O=C(CBr)OCCCl	95.8	94.7	100.4	101.3	93.0	101.3	.	103.8
